Screening results (PubChem)
ERG Ets-DNA blk: inhibitors of human ERG Ets domain-DNA interaction. P11308. fluorescence polarization, His-ERG Ets domain / labelled DNA. Potency, µM (doses to about 76.9 µM), without a hit: at the highest dose FP activity, negative = inhibition, most hits filed as inhibitors. actives 0.028% (n = 370,000). AID 624246; active = well fitted inhibition curve with a large enough effect in the polarisation, with a control signal flat; inconclusive = small, poorly fitted or top-dose-only effect, or effect the other way, or a change in a side signal; inactive = no such curve, though single readings can be large or run the other way; the % refers to the polarisation;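 note: polarization taken with two DNA probes labelled with fluorescein and Texas red; potency is the fitted concentration of half-maximal effect; % of control where 0% means no effect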
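His-tagged ERG Ets domain (1 uM in the protein solution; 300mM KCl, 50mM Tris-HCl, 1mM EDTA, 1mM DTT, pH 7.5) received compound, then a probe mix of 5 nM fluorescein-DNA and 100nM Texas-615-DNA. Fluorescence polarization was read for both dyes.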
JMJD2A Tudor: JMJD2A Tudor domain (human) inhibition; O75164; AlphaScreen JMJD2A-Tudor / H3K4me3 peptide binding; Potency, µM (highest dose often 114 µM), inactives show top-dose activity change, negative = inhibition, actives largely listed as inhibitors; actives 4.4% (n = 390,000); AID 504339; note: potency is the fitted concentration of half-maximal effect; % is set by controls: 0 for no effect and ±100 for the full control effect; nearly all actives have a fitted effect of over 50% in size
BAZ2B block: BAZ2B (human) inhibition; actives 4.4% (n = 360,000); Potency, µM (highest dose often 114 µM), for inactives: top-dose activity change, negative = inhibition, hits mostly inhibitors; Q9UIF8; AlphaScreen BAZ2B-H3K14Ac peptide displacement; note: potency is the fitted concentration of half-maximal effect; % is set by controls: 0 for no effect and ±100 for the full control effect; nearly all actives have a fitted effect of over 60% in size
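Complex of BAZ2B and biotin-H3K14Ac (50 nM apiece) forms over 30 min at RT, then faces library compounds up to 110 uM for another 30 min; AlphaScreen beads added, 20 min dark incubation, luminescence read.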
G9a block: blocks human histone lysine methyltransferase G9a | G9a H3K9 monomethylation, AlphaScreen, 2 h | Potency, µM (series often up to 102 µM), for inactives: at the highest dose activity, negative = inhibition, hits mostly inhibitors | actives 8.8% (n = 350,000) | AID 504332; note: potency is the fitted concentration of half-maximal effect; % is set by controls: 0 for no effect and ±100 for the full control effect; nearly all actives have a fitted effect of over 75% in size
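Step 1: enzyme (final 20 nM) with compound, 15 min RT. Step 2: substrate peptide 500 nM and SAM 20 uM, 2 h RT. Step 3: anti-H3K9me1 antibody and AlphaScreen beads, 10 min, then plate read.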
PI4K2A inh: inhibitors of human PI4K2A; AID 1346378; activity change, negative = inhibition, % at 76.9 µM; purified PI4K2A, ADP-Glo luminescence, 1 h; hits give low values; Q9BTU6; actives 0.13% (n = 420,000); in the data active = activity change below about -50%; inconclusive = mostly about -30% to -49%;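 note: -100% = wells without enzyme as full effect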
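In this quantitative HTS, ADP production by PI4K2A was quantified luminescently after 1 h at ambient temperature; 100 microM adenosine served as plate-quality control.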
HP1b binding inh: inhibitors of HP1-beta chromodomain binding to methylated histone tails. P83916. AlphaScreen HP1-beta / biotin-H3K9me3 peptide binding. Potency, µM (top dose mostly 114 µM), without a hit: at the highest dose activity change, negative = inhibition, usual class: inhibitors. actives 0.56% (n = 390,000). AID 540317; note: potency is the fitted concentration of half-maximal effect; nearly all actives have a fitted effect of over 70% in size; inactives centre near 23
Target sequence (P83916 whole entry, looked up): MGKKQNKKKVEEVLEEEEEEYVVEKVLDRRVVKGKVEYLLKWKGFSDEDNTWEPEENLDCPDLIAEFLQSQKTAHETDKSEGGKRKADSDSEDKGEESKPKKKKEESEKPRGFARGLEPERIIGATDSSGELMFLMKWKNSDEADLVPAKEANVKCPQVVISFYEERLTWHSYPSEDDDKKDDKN
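AlphaScreen: HP1-beta (50 nM) preformed 30 min with biotin-H3(1-18)K9me3 peptide (50 nM) in PBS pH 7.4, 0.01% Tween-20. Compound added for 30 min at RT, then streptavidin donor/nickel chelate acceptor beads (10 ug/mL) for 30 min.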
GLS inhibitor: glutaminase GLS (human) inhibition. GLS enzymatic activity, qHTS titration. actives 0.21% (n = 410,000). Potency, µM (series often up to 45.5 µM), inactives show at the top dose activity change, negative = inhibition, most hits filed as inhibitors; note: potency is the fitted concentration of half-maximal effect; % is set by controls: 0 for no effect and ±100 for the full control effect
Target sequence (O94925 whole entry, looked up): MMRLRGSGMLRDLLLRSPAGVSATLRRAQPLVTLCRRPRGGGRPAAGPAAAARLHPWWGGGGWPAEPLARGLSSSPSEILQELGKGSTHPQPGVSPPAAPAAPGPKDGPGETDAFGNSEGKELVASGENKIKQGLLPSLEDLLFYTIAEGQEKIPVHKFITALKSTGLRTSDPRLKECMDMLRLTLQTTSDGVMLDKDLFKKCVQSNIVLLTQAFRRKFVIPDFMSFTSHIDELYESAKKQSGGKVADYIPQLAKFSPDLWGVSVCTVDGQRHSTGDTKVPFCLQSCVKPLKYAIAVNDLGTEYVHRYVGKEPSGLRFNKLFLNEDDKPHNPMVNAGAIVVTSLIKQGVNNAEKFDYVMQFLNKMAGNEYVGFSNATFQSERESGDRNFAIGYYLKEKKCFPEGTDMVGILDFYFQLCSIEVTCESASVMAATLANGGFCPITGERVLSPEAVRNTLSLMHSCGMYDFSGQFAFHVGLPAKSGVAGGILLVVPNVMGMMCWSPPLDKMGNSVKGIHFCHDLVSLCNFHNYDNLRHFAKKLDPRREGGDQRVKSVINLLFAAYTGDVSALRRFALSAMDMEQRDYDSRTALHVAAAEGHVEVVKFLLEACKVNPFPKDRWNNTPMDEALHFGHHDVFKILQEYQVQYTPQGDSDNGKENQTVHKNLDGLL
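Coupled fluorescence readout: glutamate oxidase/HRP/Amplex Red detect glutamate formed by hKGA from L-glutamine (1 mM solution added). Buffer 45 mM KH2PO4 pH 8.2, 0.02% Tween-20; reads at t0 and 30 min RT.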
PGK inhibitor: inhibitors of T. brucei phosphoglycerate kinase; AID 602233; Potency, µM (highest dose often 57.5 µM), for the others: at the highest dose activity change, negative = inhibition, most hits filed as inhibitors; PGK/GAPDH coupled, Kinase-Glo luminescence, 60 min; actives 0.043% (n = 380,000); note: potency is the fitted concentration of half-maximal effect; % is set by controls: 0 for no effect and ±100 for the full control effect; nearly all actives have a fitted effect of over 60% in size
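Luminescent ATP detection (Kinase-Glo Plus) follows a 60-minute room-temperature incubation, with wells lacking PGK as controls. Buffer: 100 mM TEA (pH 7.6), 5 mM MgCl2, 0.01% Tween-20. Coupling enzyme GAPDH (100 nM final) supplies unstable 1,3-BPG in-well.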
Pin1 inhibitor: inhibitors of human Pin1; Q13526; Pin1 FP peptide displacement, HiFluor488, 10 min; Potency, µM (top dose mostly 115 µM), without a hit: top-dose activity, negative = inhibition, most hits filed as inhibitors; actives 0.009% (n = 390,000); AID 504891; active = well fitted inhibition curve with a large enough effect in the polarisation, with a control signal flat, not every such curve was filed as active; inconclusive = small, poorly fitted or top-dose-only effect, or effect the other way, or a change in a side signal; inactive = no such curve, though single readings can be large or run the other way; the % refers to the polarisation; note: potency is the fitted concentration of half-maximal effect; % is set by controls: 0 for no effect and ±100 for the full control effect
Target sequence (Q13526 whole entry, looked up): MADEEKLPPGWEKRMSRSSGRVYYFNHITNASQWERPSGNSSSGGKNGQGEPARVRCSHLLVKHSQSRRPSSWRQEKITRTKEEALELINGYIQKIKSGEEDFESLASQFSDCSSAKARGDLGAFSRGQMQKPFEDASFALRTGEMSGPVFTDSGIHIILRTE
Numbers without * were called inactive; i = inactive; ? = inconclusive; . = not tested or not shown; & = joins results of further samples; [ ] = dose if it differs, or a comment. Unless noted, calls come from the whole dose curve; as a rule, active = well fitted curve in the direction sought with a large enough effect; inconclusive = small, poorly fitted or top-dose-only effect, or another doubt; inactive = no such curve, though single readings can be large; an effect the other way counts as inactive or inconclusive.

Molecule | GLS inhibitor | BAZ2B block | PGK inhibitor | HP1b binding inh | ERG Ets-DNA blk | JMJD2A Tudor | Pin1 inhibitor | G9a block | PI4K2A inh
CCOc1ccc(CNC(=O)Cn2c(=O)c3cccn3c3ccccc32)cc1 | -3%&-8% | -23%&-10% | i | 56%&35%[activator] | 11%&0% | ? | ? | 16% | 0&3
NC(N)=NCCCc1cn(CC(=O)N2CCNCC2)nn1 | 0% | -21% | 4% | 41%[activator] | -11% | -17% | 2% | ? | -4
CCOC(=O)c1cc2c(N)c(C(=O)c3ccc(Br)cc3)sc2[nH]c1=O | 5% | -30% | -2% | 28% | 1% | -15% | 14% | 50µM* | 7
CN(C)CCCNC(=O)C[C@H]1C[C@H](C(=O)N2CCOCC2)[C@@]2(C)c3[nH]c4cc(CCC(=O)N(C)C)ccc4c3CCN2C1=O | 7% | . | 0% | 24% | -4% | -14% | -5% | . | 3
CC(NC(=O)C12CC3CC(CC(C3)C1)C2)C(=O)NN=Cc1ccc([N+](=O)[O-])o1 (stereo not drawn) | 15% | . | 2% | 20% | 2% | -26% | 2% | . | 0
CCS(=O)(=O)c1ncc(N(Cc2ccccc2)Cc2ccco2)c(C(=O)Nc2ccccc2C)n1 | 7% | -3% | i | 43%[activator] | 1% | -12% | 4% | -6%[59 µM] | -3
O=S(=O)(NCc1ccccc1Cl)c1ccc(-c2cnc(C3CC3)o2)cc1 | -2% | -26% | i | 10% | 3% | -33% | -3% | -6%[59 µM] | -6
Cc1ccc(-n2c(SCC(=O)Nc3cc(C)on3)nc3c(c2=O)SC(C)C3)cc1 (stereo not drawn) | -10% | 10% | -8% | 31% | -2% | -4% | 0% | 5% | 0
CCOC(=O)CN1C(=O)S/C(=C/c2cc(C)n(C)c2C)C1=O | 13% | . | -5% | -7% | 1% | ? | 7% | . | 0
Cc1ccc2nc(-c3ccncc3)c(NC3CCCC3)n2c1 | 13% | -19% | 1% | 35% | 27% | -15% | 7% | 6% | -5
O=c1c(Cl)c(N2CCC3(CC2)OCCO3)cnn1C12CC3CC(CC(C3)C1)C2 | -9% | 2% | -8% | 34% | 15% | -3% | 2% | 7%[59 µM] | 1
CCC/C(C)=N/NC(=O)c1ccccc1O | 2% | -5% | -1% | 30% | 0% | -28% | -8% | 9%[59 µM] | 0
COCCCNc1nc2ccccc2nc1NS(=O)(=O)c1ccc(F)cc1 | -3% | 5% | 3% | 45%[activator] | -12% | 0% | -4% | 14% | -1
CCOC(=O)/C(C#N)=C/c1c(N2CCN(c3ccc(OC)cc3)CC2)nc2c(C)cccn2c1=O | -2% | 8.9µM* | -6% | ? | -4% | ? | 10% | 8.9µM* | -7
Cc1cc(C)c(-c2cc(C)nc3ncnn23)c(C)c1 | -2% | -5% | -4% | -6% | 7% | -17% | 0% | ? | 5
COC(=O)c1ccc(NC(=O)c2cccc(Cl)c2)o1 | -2% | ? | -3% | 14% | -2% | -7% | -1% | 32%[59 µM] | -2
CCOC(=O)c1cnc2ccc(Cl)cc2c1Nc1ccc(S(=O)(=O)Nc2ncccn2)cc1 | -1% | -20% | -9% | 26% | -5% | -6% | -6% | -5% | 0
C=CCN1C(=O)/C(=C\c2ccc(OC(=O)c3ccco3)c(OC)c2)SC1=S | -2% | 10µM* | 4% | -20% | 138%[activator] | ? | 14% | 14µM* | 2
COc1ccc(NC2=C(NCCO)C(=O)c3ccccc3C2=O)cc1 | 26% | 22µM* | -8% | 16µM* | -1% | ? | -4% | 14µM* | ?
Cc1c(C(=O)NCCN2CCOCC2)oc2ccc(S(=O)(=O)N3CCCCCC3)cc12 | 0% | -7% | 0% | 14% | -1% | -2% | -1% | -40%[2.33 µM] | 0
CN(Cc1ccccc1)C(=O)CN1C(=O)C2C3C=CC(C3)C2C1=O (stereo not drawn) | 2% | 1% | -3% | 21% | 8% | -7% | 1% | 4%[59 µM] | 2
COC(=O)c1sccc1S(=O)(=O)N1CCN(c2cc(Cl)ccc2C)CC1 | -2% | 7% | i | 28% | 4% | 8% | 3% | 17%[59 µM] | 1
Cc1c(C(=O)O)cc(C(C)(C)C)n1CCSCCO | 0% | -19% | -5% | -7% | 1% | -14% | -13% | -2% | 2
CCOC(=O)CSc1cc(C)nc(N)n1 | -6% | -3% | 2% | 43%[activator] | -9% | -1% | -2% | 16%[12.7 µM] | -2
C=CCn1c(-c2ccoc2C)n[nH]c1=S | 7% | ? | -7% | 12% | -1% | -1% | -5% | ? | 2
COCCNC(=S)N/N=C(\C)CCc1ccc2c(c1)OCO2 | 5% | -39% | -1% | -4% | -6% | -30% | -6% | 50µM* | 1
COc1ccc(OCC(=O)NC(CC(=O)O)c2ccc(OC)c(OC)c2)cc1 (stereo not drawn) | -3% | . | -11% | 5% | 4% | -13% | -14% | -44% | -6
CC[C@@H](C)[C@H](NC(=O)CCc1c(C)c2cc3c4c(oc3c(C)c2oc1=O)CCCC4)C(=O)O | -4% | -14% | i | 6% | 9% | -26% | -1% | 16% | 2
COc1ccc(C=C(C(=O)O)c2ccc(OC)cc2)cc1 | 0% | . | 7% | 34% | -6% | -3% | -2% | . | 0
COc1ccccc1C(CNC(=O)CSc1ccc2ccccc2c1)N(C)C (stereo not drawn) | 0% | -22% | -9% | 5% | 13% | -29% | 2% | ? | -1
O=S(=O)(Nc1ccc2nc(C(F)(F)F)[nH]c2c1)c1ccccc1 | 39%[activator] | 2% | -8% | 37% | . | -13% | 1% | -1% | -3
NC(=O)CC(NC(=O)Cc1ccc(Cl)cc1)c1ccc(NC2CCCCCCC2)c([N+](=O)[O-])c1 (stereo not drawn) | -9% | -10% | i | 20% | -14% | -17% | ? | . | 6
Cc1ccc(OCc2cc(C(=O)NC3CCc4ccccc43)no2)cn1 (stereo not drawn) | 3% | -8% | -6% | 31% | -5% | -21% | 1% | ? | -2
O=C(NCc1cccnc1)Nc1cccc(F)c1 | 0% | -22% | . | 35% | 5% | -15% | -9% | -5% | -1
O=C(CCc1nc2ccccc2s1)OCC(=O)N1CCN(C(=O)c2ccco2)CC1 | -21% | 12% | -5% | -5% | -6% | -20%[11.4 µM] | 0% | -8%[12.7 µM] | -16
Cc1ccc(-n2cnnn2)cc1S(N)(=O)=O | 4% | -6% | 3% | 6% | -10% | -27% | 0% | -14%[59 µM] | -3
CCn1c(SCC(=O)N2CCCC(C)C2)nnc1-c1ccco1 (stereo not drawn) | 0% | 5% | -8% | -6% | 0% | -18% | 0% | 69%[activator] | -20
Cc1cccc(-n2c(SCC(=O)O)nc3sc4c(c3c2=O)CCC4)c1 | 0% | -13% | -3% | 44%[activator] | 6% | -12% | -6% | -2% | 0
CCCCC1=CC2=CC(=O)C(C)(OC(=O)CC)C(=O)C2=CN1C1CCCC1 (stereo not drawn) | -7% | -21% | -11% | 5% | 4% | -27% | -18% | 2%[59 µM] | 3
C=CCn1c(=O)n(CCC#N)c(=O)n(CCC#N)c1=O | -15% | -4% | 0% | 6% | 0% | -20% | 0% | -35%[59 µM] | -6
O=C(Nc1cccc(O)c1)c1cc(-c2ccc3c(c2)OCO3)on1 | 2% | 8% | -10% | 70%[activator] | 12% | 2% | 2% | 13% | -72*
c1ccc(-n2ncc3c(NCCCN4CCOCC4)ncnc32)cc1 | . | -15% | -2% | 14% | 2% | -1% | ? | 3%[0.0925 µM] | -7
COc1ccc2nc(NC(=O)c3cnccn3)sc2c1 | -8% | -2% | -5% | 8% | -4% | ? | 7% | ? | -27
Cc1[nH]c(=O)[nH]c(=O)c1S(=O)(=O)N1CCCC(C(=O)NCc2ccc3c(c2)OCO3)C1 (stereo not drawn) | ? | -13% | 4% | 31% | 11% | -12%[11.4 µM] | 0% | 2% | 2
CC(COc1ccc(/C=C/c2ccccc2)cc1)[N+](C)(C)C (stereo not drawn) | 2% | 4% | -4% | 27% | 12% | -25% | 0% | 4µM* | 1&-7
COc1ccc(C)cc1N(CC(=O)N/N=C/c1ccccc1C(=O)O)S(=O)(=O)c1ccccc1 | 3% | 5% | -7% | 19% | 13% | -6% | 2% | ? | -7
O=C(NCC(c1cccs1)S(=O)(=O)c1cccs1)c1cccc(F)c1 (stereo not drawn) | -8% | 0% | -6% | 7% | -2% | 6% | -1% | -3%[59 µM] | 3
COc1ccc2nc(C)c3c(c2c1)OC(C)C3 (stereo not drawn) | -8% | 16% | -2% | 27% | -14% | -8% | -5% | -5% | -2
COc1ccc(CNc2n[nH]c(NCc3ccc(OC)c(OC)c3)n2)cc1OC | 0% | -33% | i | 20% | 10% | -18% | -2% | 4%[12.7 µM] | -4
O=C(N1CCOCC1)C12CCC3CC(CC(C3)C1)C2 | -1% | 1% | -6% | 21% | 0% | 12% | -5% | -21% | 3
COc1ccc(NC(=O)C(C)N(c2ccccc2)S(C)(=O)=O)cc1 (stereo not drawn) | -2% | -2% | -2% | 24% | -10% | -6% | 0% | -36%[59 µM] | -2
C=CCNC(=O)/C(=C\c1ccc2c(c1)OCO2)NC(=O)c1ccc(Br)cc1 | 12% | -1%[57.1 µM] | -8% | 23% | 14% | -12% | 3% | 31% | 0
Cc1ccc(N=Nc2c(O)ccc3n[nH]nc23)cc1 | 12% | ? | -5% | -2% | 20% | ? | 13% | ? | -4
